Assay outcomes as filed in PubChem BioAssay.
PhoP GFP inhibition – PhoP regulon inhibitors, Salmonella typhi PhoP promoter GFP reporter, confirmatory (AID 1850) | 0.33% of 310,000 active | Salmonella Typhi PhoP-promoter GFP reporter, fluorescence, 4 h; higher % means a stronger effect | one-dose inhibition, % at 50 µM; IC50 in µM for titrated hits; in the data active means a potency from the dose series; inconclusive means inhibition mostly from about 25% at the one dose, without a potency; inactive means the rest, 99 in 100 with inhibition below about 19%;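 further: 0% = induced wells with vehicle and 100% = uninduced wells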
VEEV TC-83 Vero – inhibitors of VEEV TC-83 cytopathic effect, confirmation, Vero cells (AID 588727); Vero cells, VEEV TC-83 cytopathic effect inhibition; higher % means a stronger effect; inhibition, % at 20 µM, or IC50 in µM where a hit was titrated; 0.13% of 350,000 active; in the data active means a potency from the dose series; inconclusive means inhibition mostly from about 14% at the one dose, without a potency; inactive means the rest, 99 in 100 with inhibition below about 12%; further: strong numbers were not always called active
tuberculosis growth – growth inhibition of non-replicating M. tuberculosis (AID 488890); inhibition, % at 25 µM; hits with a dose series show IC50 in µM; 0.39% of 320,000 active; Mycobacterium tuberculosis non-replicating, growth inhibition; higher % means a stronger effect; in the data active means a potency from the dose series; inconclusive means inhibition mostly from about 82% at the one dose, without a potency; inactive means the rest, 99 in 100 with inhibition below about 76%;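 further: plate controls were DMSO cells for no effect and high antibiotic wells for full effect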
M. tuberculosis HTS – M. tuberculosis growth inhibition, HTS (AID 449762) | M. tuberculosis H37Rv growth inhibition, 7H9 media; higher % means a stronger effect | 0.59% of 330,000 active | inhibition, % at 25 µM, or IC50 in µM where a hit was titrated; in the data active means a potency from the dose series; inconclusive means inhibition above about 70% without an active follow-up result;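 further: bacterial growth assessed after seven days of incubation; strong numbers were not always called active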
H1N1 NS1A inhibition – H1N1 influenza NS1A inhibitors, functional cell based assay (AID 504329); 0.3% of 340,000 active; inhibition, % at 12.5 µM; hits with a dose series show IC50 in µM; NS1A functional cell-based assay, percent inhibition; higher % means a stronger effect; in the data active means a potency from the dose series; inconclusive means inhibition above about 27% without an active follow-up result; further: strong numbers were not always called active
VEEV TC-83 Vero 10K pilot screen – further read-out of VEEV TC-83 Vero, marked with its call; inhibition, %; measured here: 10K pilot screen inhibition
An asterisk follows results filed as active; i = inactive; ? = inconclusive; nt = not tested or not shown.

SMILES	PhoP GFP inhibition	VEEV TC-83 Vero	tuberculosis growth	M. tuberculosis HTS	H1N1 NS1A inhibition	others
CC1(C)CC[C@]2(CO)[C@@H](O)C[C@]3(C)C(=CCC4[C@@]5(C)CC[C@H](O)C(C)(C)C5CC[C@]43C)[C@@H]2C1 (stereo partly specified)	1%	nt	?	4%	nt
COc1cc(OC)c2c(-c3ccccc3)cc(=O)oc2c1C(CC(=O)N1CCOCC1)c1ccc2c(c1)OCO2 (stereo unspecified)	5%	5.5%	-7%	-3%	-9%
O=C(CCSc1nc(-c2ccco2)cc(C(F)(F)F)n1)N1CCN(c2ccccn2)CC1	-2%	8.6%	24%	?	3%
COC1=CC(=O)OC(CCc2ccc3c(c2)OCO3)C1 (stereo unspecified)	nt	7.4%	nt	nt	1%
CC(C)(C)NC(=O)CN(Cc1cccs1)C(=O)CCC(=O)Nc1nccs1	4%	0.2%	-10%	5%	0%
O=C(CN1CCN(C(c2ccccc2)c2ccccc2)CC1)N1N=CCC1c1ccccc1 (stereo unspecified)	4%	2.0%	56%	14%	1%
COc1ccc(CSc2nnnn2C)cc1[N+](=O)[O-]	6%	2.4%	-11%	-5%	3%
C=CCC[C@@H](Cc1ccc(F)cc1)C(=O)OC[C@@H]1CCCN1C(=O)[C@H](CC=C)CC(=O)N[C@H](CO)Cc1ccccc1	nt	2.0%	29%	-2%	-12%
Cc1ccc(NC(=O)NC2CCCCCCC2)cc1	1%	2.7%	21%	?	-6%
Cc1cc(CN(C)C(=O)c2cc(COc3ccc(F)cc3Cl)on2)n[nH]1	0%	2.2%	6%	2%	-10%
O=C1OCCN1C(=O)[C@H]1[C@H](c2ccccc2)C(c2cccc(Cl)c2)=NN1c1ccc(Br)cc1	nt	i	nt	nt	-11%
O=C(CCNC(=O)N1CC(=O)Nc2ccccc21)Nc1ccc(Br)cc1F	-2%	0.3%	-9%	-11%	4%
Cc1cc(=O)oc2ccc(OCC(=O)NCc3ccco3)cc12	-4%	0.7%	4%	0%	-8%
CCc1ccccc1NC(=O)CN(C)C(=O)COC(=O)c1cccnc1Cl	nt	1.5%	-2%	6%	-1%
COc1ccc(N(C)C(=O)C2CCCN2S(=O)(=O)c2cccc3nsnc23)cc1 (stereo unspecified)	-12%	2.4%	2%	-6%	1%
COc1cc(OC)cc(C(=O)NCC2CCCN(Cc3cccc(C(C)=O)c3)C2)c1 (stereo unspecified)	-2%	i	-10%	2%	-4%
C/C(=N\NC(=O)c1cccc(O)c1)c1ccc(NC(=O)Cc2ccccc2)cc1	-6%	2.4%	3%	-2%	-6%
O=C(NC(=S)Nc1ccc(N2CCCCC2)c(Cl)c1)c1ccc2c(c1)OCCO2	-1%	1.5%	?	?	3%
Nc1c(C(=O)Nc2ccccc2)sc2nc(-c3ccco3)ccc12	-7%	4.8%	21%	49%	-10%
CCOC(=O)/C(=C\c1ccc(N2CCC(c3ccccc3)=N2)cc1)C(C)=O	nt	3.8%	nt	nt	1%
Cc1ccc(S(=O)(=O)Nc2cccc(C(=O)N3CCC(C(N)=O)CC3)c2)cc1	nt	1.5%	-6%	-15%	-2%
C=CCN1CCN(C(c2ccc(Cl)cc2)c2nnnn2CCc2ccc(OC)c(OC)c2)CC1 (stereo unspecified)	0%	0.5%	2%	-8%	-4%
O=C(NCCN1CCOCC1)c1cc(Cl)ccc1Cl	3%	0.4%	-11%	-3%	-6%
Cc1nc(C)c(-c2csc(Nc3cccc(O)c3)n2)s1	2%	7.2%	-1%	5%	14%	VEEV TC-83 Vero 10K pilot screen=5.0
O=C(Nc1cccc(S(=O)(=O)N2CCCCC2)c1)c1cnccn1	-8%	2.9%	-10%	-3%	0%
CC(=O)c1ccc(N2CCN(C(=O)CCc3ccccc3)CC2)cc1	0%	1.5%	68%	8%	-5%
COc1ccc(-c2nc3ccccc3n2OCC(=O)O)cc1	-1%	i	5%	7%	1%
CCC(=O)Nc1c(C)ccc2nsnc12	3%	2.9%	-3%	-11%	0%
COc1ccc(-c2cn(CCCOCc3ccccc3)nn2)cc1	-2%	0.4%	17%	7%	-5%	VEEV TC-83 Vero 10K pilot screen=5.3
COc1ccc(CCNC(=O)C(=O)Nc2ccc3c(c2)OCO3)cc1OC	5%	2.1%	-5%	3%	-3%
COCCCNC(=O)CNC(=O)c1cn(-c2ccccc2OC)c(=O)c2ccccc12	-5%	0.2%	13%	6%	0%
COc1ccccc1N1CCN(C(=O)c2cccs2)CC1	-3%	i	-5%	7%	-13%
O=C(CCSc1ccccc1)NCCSCc1ccco1	-6%	0.4%	?	-6%	-13%
CCOc1ccccc1N(CC(=O)NCCSc1ccccn1)S(=O)(=O)c1ccccc1	-25%	5.7%	34%	5%	-1%
COC(=O)C1=C(c2cc3ccccc3o2)C[C@@H]2CC[C@H]1N2C(=O)NCc1ccc(C(F)(F)F)cc1	-17%	1.5%	-6%	0%	-6%
CN(C)S(=O)(=O)c1ccc(C(=O)OCC(=O)Nc2sc3c(c2C#N)CCCCC3)cc1	-5%	0.3%	-1%	4%	7%
O=C(c1ccccc1)N1N=C(c2ccccc2)CC1(O)C(F)(F)F (stereo unspecified)	0%	i	nt	17%	-9%
N#CC1=C(N)Oc2n[nH]c(-c3ccccc3)c2C1c1cccc(OC(=O)N2CCOCC2)c1 (stereo unspecified)	-7%	1.0%	9%	6%	2%
CCOC(=O)c1ccccc1NC(=O)C1CC(=O)N(C(C)(C)C)C1 (stereo unspecified)	-8%	0.5%	-15%	-3%	-8%
CCc1nnc(NS(=O)(=O)c2ccc(NC(=O)/C=C/c3ccc(F)cc3)cc2)s1	-5%	1.8%	70%	11%	-12%
CCOC(=O)c1ccc(NC(=S)N(CCN(C)C)C(C)c2ccncc2)cc1 (stereo unspecified)	-7%	1.9%	?	0%	-20%
C/C(CC(=O)NC12CC3CC(CC(C3)C1)C2)=N\NC(=O)c1ccc(C)cc1	14%	1.1%	33%	4%	5%
COc1ccc(NC(=O)C2CCCN(S(=O)(=O)c3cccnc3)C2)cc1OC (stereo unspecified)	12%	1.4%	-7%	-2%	14%
O=C(COC(=O)Cc1ccc(Cl)cc1)Nc1ccccc1-c1ccccc1	-3%	0.1%	52%	0%	-1%
O=C(COC(=O)C1CC2C=CC1C2)Nc1ccccc1F (stereo unspecified)	9%	0.1%	63%	3%	-4%
Cc1noc(/C=C/N(C)C)c1S(=O)(=O)N1CCCC(C(=O)N2CCCCC2)C1 (stereo unspecified)	2%	0.8%	53%	4%	0%	VEEV TC-83 Vero 10K pilot screen=1.3
NS(=O)(=O)c1ccc(CCNC(=O)Cc2ccc(Cl)cc2)cc1	-5%	0.4%	3%	-4%	-6%
O=C(CCn1nnc2ccccc21)Nc1nnc(COc2ccc(F)cc2)s1	-2%	0.4%	-9%	5%	6%
Cc1ccccc1C(=O)OCC(=O)NCc1ccco1	nt	4.8%	14%	-9%	1%
COc1ccc(OC)c(NC(=O)CCN2C(=O)c3ccccc3C2=O)c1	-4%	1.8%	-15%	-3%	-1%

Other records follow:
SMILES	PhoP GFP inhibition	VEEV TC-83 Vero	tuberculosis growth	M. tuberculosis HTS	H1N1 NS1A inhibition	others
COCCNC(=S)N/N=C(\C)c1ccc2cc(OC)ccc2c1	-8%	0.8%	?	?	1%
COc1cc2c(cc1OC)CN(c1ccc(C(N)=O)cc1[N+](=O)[O-])CC2	7%	3.5%	-11%	10%	-1%
COc1ccc(-c2c[n+]3c(n2-c2ccc(C)cc2)CCCCC3)cc1	7%	i	57%	-12%	20%
Cc1ccc(CNCCCSc2nc(C)cc(C)n2)cc1	6%	i	-3%	0%	2%
Clc1ccccc1CSc1nnc(-c2ccco2)c(-c2ccco2)n1	5%	2.1%	49%	7%	33%
CC1Cc2ccccc2N1S(=O)(=O)c1cccc(C(=O)NC2CC2)c1 (stereo unspecified)	3%	0.1%	-3%	3%	-6%
CN(C)CCCNC(=O)c1ccccn1	3%	0.8%	4%	-4%	-2%
CCSC1=C(C#N)C(c2cccc(OC)c2)CC(=O)N1 (stereo unspecified)	4%	1.9%	6%	-1%	2%
CN(C)C(=O)c1cc(S(=O)(=O)N(C)C)c(Cl)cc1N1CCCC1	3%	0.1%	-3%	0%	-4%
C#CCNc1nc(CC)nc2c1nnn2Cc1ccccc1F	3%	i	2%	-2%	2%
O=C(c1cccnc1)N1CCN(c2ccccc2Cl)CC1	8%	nt	-5%	7%	nt
Cc1ccc(CN2CCN(CC(=O)NC(C)c3ccc4c(c3)OCCO4)C2=O)cc1 (stereo unspecified)	-5%	0.5%	nt	-9%	2%
CCOC(=O)C1=CN(Cc2cccc(Br)c2)S(=O)(=O)NC1C (stereo unspecified)	nt	1.2%	nt	nt	-3%
CCn1c(CC(=O)Nc2ccc(F)cc2)nnc1SCC(=O)NC1CCCC1	14%	i	2%	2%	3%
CCCCCOCC1CC(C/C(C)=N/NC(N)=S)C(=O)O1 (stereo unspecified)	-2%	0.9%	62%	-13%	-7%
CC1CN(C(=O)/C(=C/c2ccco2)NC(=O)c2ccccc2)CC(C)O1 (stereo unspecified)	-3%	2.3%	-5%	-4%	7%
CC1CCN(N=Nc2nc3c([nH]2)c(=O)n(C)c(=O)n3C)CC1	nt	8.5%	nt	nt	0%
O=[N+]([O-])c1ccccc1OCCOCCOc1cccc2cccnc12	-3%	0.7%	-19%	-4%	-6%
O=C(Nc1ccc(F)cc1)C(=O)c1c(O)[nH]c2ccc([N+](=O)[O-])cc12	-1%	2.7%	49%	0%	-22%
CCOC(=O)C1(Cc2ccccc2)CCN(Cc2cccc(OC)c2O)CC1	-5%	1.9%	14%	-7%	17%
Cc1ccc2c(c1)C(c1ccccc1)N(C(=O)c1ccc(S(=O)(=O)N3CCOCC3)cc1)CC(=O)N2 (stereo unspecified)	-7%	1.6%	35%	-7%	0%
Cc1ccc2c(C)nc(Nc3nc(CSc4nnnn4-c4ccccc4)cc(=O)[nH]3)nc2c1	2%	5.6%	33%	-2%	9%
Cc1nn(C)cc1CNC(=O)c1cnn2c1NC(c1ccc(Br)cc1)CC2C(F)(F)F (stereo unspecified)	-9%	i	14%	1%	2%
N#CC(C(=O)Nc1ccc(Cl)c(Cl)c1)=C1Nc2ccccc2N1	7%	0.5%	43%	-5%	1%
O=C(CSc1nc2ccccc2c(=O)n1Cc1ccco1)Nc1cccc(O)c1	-5%	12%	-8%	7%	-7%
COc1ccc(-n2nc3c(c2NC(=O)CCCl)CSC3)cc1	9%	i	10%	5%	-7%

Looked up one by one from the entries so far:
SMILES	PhoP GFP inhibition	VEEV TC-83 Vero	tuberculosis growth	M. tuberculosis HTS	H1N1 NS1A inhibition	others
Cc1ccc2c(c1)C(c1ccccc1)N(C(=O)c1ccc(S(=O)(=O)N3CCOCC3)cc1)CC(=O)N2 (stereo unspecified)	-7%	1.6%	35%	-7%	0%
COc1ccc(-n2nc3c(c2NC(=O)CCCl)CSC3)cc1	9%	i	10%	5%	-7%

Compounds from the list above that have a furan ring, fused or not (9):
SMILES	PhoP GFP inhibition	VEEV TC-83 Vero	tuberculosis growth	M. tuberculosis HTS	H1N1 NS1A inhibition	others
O=C(CCSc1nc(-c2ccco2)cc(C(F)(F)F)n1)N1CCN(c2ccccn2)CC1	-2%	8.6%	24%	?	3%
Cc1cc(=O)oc2ccc(OCC(=O)NCc3ccco3)cc12	-4%	0.7%	4%	0%	-8%
Nc1c(C(=O)Nc2ccccc2)sc2nc(-c3ccco3)ccc12	-7%	4.8%	21%	49%	-10%
O=C(CCSc1ccccc1)NCCSCc1ccco1	-6%	0.4%	?	-6%	-13%
COC(=O)C1=C(c2cc3ccccc3o2)C[C@@H]2CC[C@H]1N2C(=O)NCc1ccc(C(F)(F)F)cc1	-17%	1.5%	-6%	0%	-6%
Cc1ccccc1C(=O)OCC(=O)NCc1ccco1	nt	4.8%	14%	-9%	1%
Clc1ccccc1CSc1nnc(-c2ccco2)c(-c2ccco2)n1	5%	2.1%	49%	7%	33%
CC1CN(C(=O)/C(=C/c2ccco2)NC(=O)c2ccccc2)CC(C)O1 (stereo unspecified)	-3%	2.3%	-5%	-4%	7%
O=C(CSc1nc2ccccc2c(=O)n1Cc1ccco1)Nc1cccc(O)c1	-5%	12%	-8%	7%	-7%
